BRCA1 expr up – BRCA1 expression activation. Potency, µM (titrated, usually from 46.1 µM), for inactives: at the top dose activation, actives largely listed as activators. hit rate 1.1% among 380,000. MCF7-BRCA1-FFLuc reporter, luminescence, 48 h; response scale: scaled: vehicle 0%, 10 µM genistein 100%; note: potency is the fitted concentration of half-maximal effect; nearly all actives have a fitted effect of over 80% in size; some results filed as inactive show a strong effect at the top dose
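Activators of BRCA1 expression were detected as increased firefly luciferase luminescence in engineered MCF7 cells after 48 h compound incubation. Signals were scaled to genistein 10 microM as full activation.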
PTAP TSG101 blk – blocks PTAP/TSG101 interaction to inhibit HIV-1 budding. Fluorescence polarization, FITC-PTAP peptide / Tsg101 binding. 340,000 tested, under 10 active. Potency, µM (doses to about 115 µM), without a hit: at the highest dose activity change, negative = inhibition, most hits filed as inhibitors; active = well fitted inhibition curve with a large enough effect in the main read-out, with a control signal flat, not every such curve was filed as active; inconclusive = small, poorly fitted or top-dose-only effect, or effect the other way, or a change in a side signal; inactive = no such curve, though single readings can be large or run the other way; note: potency is the fitted concentration of half-maximal effect; % of control where 0% means no effect
Target sequence (Q99816 whole entry, looked up): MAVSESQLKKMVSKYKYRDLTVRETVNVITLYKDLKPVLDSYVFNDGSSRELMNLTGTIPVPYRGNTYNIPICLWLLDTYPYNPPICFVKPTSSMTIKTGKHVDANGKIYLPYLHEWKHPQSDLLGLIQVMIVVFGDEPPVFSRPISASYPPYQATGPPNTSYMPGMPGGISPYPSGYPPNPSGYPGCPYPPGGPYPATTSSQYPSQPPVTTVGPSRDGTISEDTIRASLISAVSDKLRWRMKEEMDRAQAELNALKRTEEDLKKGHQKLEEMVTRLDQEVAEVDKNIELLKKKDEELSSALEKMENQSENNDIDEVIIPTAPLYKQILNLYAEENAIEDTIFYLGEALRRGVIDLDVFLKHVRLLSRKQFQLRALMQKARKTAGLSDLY
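FP read-out: FITC-PTAP peptide, 50 nM final, binding Tsg101 binding domain, 10 uM final; 20 min, r.t.; 10 mM HEPES pH 7.5, 0.15 M NaCl, 0.01% Tween 20, 3 mM EDTA, 0.1 mM TCEP.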
Eya2 inh – Eya2 (human) phosphatase inhibition | recombinant Eya2, OMFP fluorescence dephosphorylation (OMFP is methylfluorescein phosphate) | Potency, µM (titrated, usually from 76.9 µM), for inactives: at the highest dose activity, negative = inhibition, hits mostly inhibitors | hit rate 0.006% among 330,000 | AID 488837; note: potency is the fitted concentration of half-maximal effect; % is set by controls: 0 for no effect and ±100 for the full control effect
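Eya2 protein (added as 0.2 uM solution) was preincubated with compound for 10 min at ambient temperature in 50 mM HEPES pH 7.5, 50 mM NaCl, 5 uM MgCl2, 0.05% BSA, 1 mM DTT. OMFP (added at 50 uM) then reacted 10 min; fluorescence read at 485/525 nm.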
a7 integrin act – activates integrin-mediated alleviation for muscular dystrophy; alpha7betagal myoblasts, beta-gal FDG fluorescence, 48 h; Potency, µM (top dose mostly 38.3 µM), for the others: top-dose activation, actives largely listed as activators; hit rate 0.064% among 350,000; AID 624291;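 note: potency is the fitted concentration of half-maximal effect; 100% = response of the positive control SU9516; nearly all actives have a fitted effect of over 60% in size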
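alpha7betagal+/- myoblasts (passage 13, 250/well) treated 48 h at 37C with compounds at 1:260 dilution of DMSO stock. Lysed, then beta-galactosidase activity read as FDG fluorescence (ex 480/em 540) after 30 min, with pre-read for autofluorescence.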
B2AR arrestin – agonists driving beta-arrestin recruitment to human beta2-adrenergic receptor | P07550 | beta-arrestin recruitment to beta2AR, cell-based reporter | Potency, µM (doses to about 46.1 µM), inactives show at the top dose activation, usual class: activators | hit rate 0.02% among 330,000;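 note: potency is the fitted concentration of half-maximal effect; 0% = DMSO controls and full agonism = EC100 isoproterenol or metaproterenol; nearly all actives have a fitted effect of over 65% in size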
TRPV1 agonist – activates the human vanilloid receptor TRPV1. AID 540275. TRPV1-expressing cells, Fluo-8 calcium influx, agonist mode. Q8NER1. activation, % at 8.33 µM. hit rate 0.19% among 320,000; in the data active = activation above about 80%; inconclusive = between about 30% and that limit; note: 0% is about no effect
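Fluo-8 calcium influx in TRPV1-expressing cells, kinetic read (ex 480/em 520 nm). Compound added and read 3 min for agonist activity, followed by capsaicin at EC20 final and 2 min further read for enhancement.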
uPA surface inh – inhibitors of cell surface uPA generation; cell surface uPA generation assay, qHTS; Potency, µM (top dose mostly 38.3 µM), inactives show at the highest dose activity change, negative = inhibition, most hits filed as inhibitors; hit rate 0.31% among 330,000; AID 540303; active = well fitted inhibition curve with a large enough effect; inconclusive = small, poorly fitted or top-dose-only effect; inactive = no such curve, though single readings can be large or run the other way; tested in mouse RAW 264.7 cells; note: potency is the fitted concentration of half-maximal effect; % is set by controls: 0 for no effect and ±100 for the full control effect; nearly all actives have a fitted effect of over 55% in size
p53 reactivator – mutant p53 re-activation in reporter cells | Potency, µM (series often up to 92.2 µM), for inactives: at the top dose activity change, positive = activation, actives largely listed as activators | H1299 p53-A138V BP100-luciferase reporter, luminescence, 24 h | AID 504706 | hit rate 0.063% among 320,000; note: potency is the fitted concentration of half-maximal effect; % of control where 0% means no effect; nearly all actives have a fitted effect of over 45% in size
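p53-null H1299 cells stably carrying temperature-sensitive p53-A138V and a BP100-luciferase reporter were pinned with compounds (4-point, 1:5 series) and held 24 hrs at 37 deg C. Luminescence was read 10 min after detection reagent.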
ASM inhibitor – inhibitors of human secretory acid sphingomyelinase; P17405; placental ASM, HMU-PC fluorogenic substrate, 60 min; Potency, µM (doses to about 57.5 µM), inactives show top-dose activity change, negative = inhibition, hits mostly inhibitors; hit rate 0.006% among 340,000; AID 504937; note: potency is the fitted concentration of half-maximal effect
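Steps: dispense placental human ASM, pin compound, wait 10 min at room temperature, add HMU-PC0 substrate at 9 uM final, incubate 60 min at 37 °C, add stop solution raising pH to 10, read fluorescence.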
ELG1 genotoxic – induces genotoxicity in HEK293T cells with luciferase-tagged ELG1. HEK293T ELG1-luciferase reporter, luminescence, 16 h. Potency, µM (doses to about 46 µM), for the others: at the top dose activity change, positive = activation, most hits filed as activators. hit rate 1.3% among 330,000; note: potency is the fitted concentration of half-maximal effect; % of control where 0% means no effect; nearly all actives have a fitted effect of over 60% in size
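16 hr compound incubation (37 °C, 5% CO2) of HEK293T cells carrying luciferase-tagged ELG1; luciferase then measured by ONE-Glo luminescence after 30 min at RT.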
USP2a inh – blocks human ubiquitin-specific protease USP2a; USP2 core, Ub-CHOP2 coupled fluorogenic reporter, 485/531; Potency, µM (titrated, usually from 38.3 µM), for inactives: at the top dose activity change, negative = inhibition, actives largely listed as inhibitors; hit rate 0.01% among 330,000; AID 463254;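 note: potency is the fitted concentration of half-maximal effect; plate controls were DMSO wells for no effect and full inhibition by NEM control for full effect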
Target sequence (O75604 whole entry, looked up): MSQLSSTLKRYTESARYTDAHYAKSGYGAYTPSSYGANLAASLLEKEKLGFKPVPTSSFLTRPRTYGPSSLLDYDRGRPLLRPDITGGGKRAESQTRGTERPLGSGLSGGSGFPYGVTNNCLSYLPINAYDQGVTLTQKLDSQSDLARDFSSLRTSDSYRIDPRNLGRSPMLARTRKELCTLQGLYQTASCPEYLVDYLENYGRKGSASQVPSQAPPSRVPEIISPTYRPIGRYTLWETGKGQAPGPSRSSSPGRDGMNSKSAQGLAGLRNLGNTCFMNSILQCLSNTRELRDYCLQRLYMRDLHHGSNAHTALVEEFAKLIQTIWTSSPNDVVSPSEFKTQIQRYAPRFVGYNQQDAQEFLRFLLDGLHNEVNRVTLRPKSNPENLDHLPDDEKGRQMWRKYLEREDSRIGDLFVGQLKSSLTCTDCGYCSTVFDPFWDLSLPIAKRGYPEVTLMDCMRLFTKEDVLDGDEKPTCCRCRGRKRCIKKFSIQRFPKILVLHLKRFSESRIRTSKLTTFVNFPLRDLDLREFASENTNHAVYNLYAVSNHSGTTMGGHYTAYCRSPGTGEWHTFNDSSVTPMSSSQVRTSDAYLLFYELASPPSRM
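Cell-free coupled assay: 10nM USP2 core preincubated 30min RT with compound in Tris-HCl pH 8.0/CaCl2/CHAPS buffer, then 25nM Ub-CHOP2 and 25nM reporter substrate; fluorescence (Ex 485/Em 531) read after 60min RT, normalized to NEM inhibition, concentration-response curves fitted.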
Active calls of the source: *; i = inactive; ? = inconclusive; · = no result given; [ ] = another dose, or the depositor's remark. Unless noted, calls come from the whole dose curve; as a rule, active = well fitted curve in the direction sought with a large enough effect; inconclusive = small, poorly fitted or top-dose-only effect, or another doubt; inactive = no such curve, though single readings can be large; an effect the other way counts as inactive or inconclusive.

item	structure	BRCA1 expr up	PTAP TSG101 blk	Eya2 inh	a7 integrin act	B2AR arrestin	TRPV1 agonist	uPA surface inh	p53 reactivator	ASM inhibitor	ELG1 genotoxic	USP2a inh
1	Cc1ccsc1/C=N/NC(=O)CNC(=O)c1cccc([N+](=O)[O-])c1C	0%	-2%	-26%	-8%	0.4%	-1	11%	1%	3%	-1%	-1%
2	CC(C)(C)c1ccc(-n2ncc3c2CCCC3NC(=O)CN2CCOC2=O)cc1 (centres undefined)	-14%	-10%	-10%	-24%	-0.2%	7	-7%	-29%	2%	-10%	6%
3	CCOC(=O)c1ccc(NC(=O)CSCCC(=O)O)cc1	-14%	0%	3%	?	-0.9%	2	-2%	1%	5%	1%	2%
4	CCCCN(CC)CCNC(=O)Cn1cnc2sc(C)c(S(=O)(=O)N3CCOCC3)c2c1=O	1%	-2%	2%	-5%	-0.5%	2	1%	13%	0%	0%	1%
5	O=C(COC(=O)CC1CC2CCC1C2)Nc1ccccc1[N+](=O)[O-] (centres undefined)	-6%	-1%	-20%	-8%	-0.3%	·	5%	8%	-9%	0%	-2%
6	O=C(CCCc1nc(-c2ccccc2Cl)no1)NC1CCCCC1	-14%	-4%	13%	?	-0.1%	-1	-2%	4%	-2%	-9%	1%
7	Cc1cc(NC(=O)CCCn2cnc([N+](=O)[O-])n2)no1	4%	-4%	2%	-23%	-0.2%	0	0%	-3%	3%	0%	0%
8	O=C(Nc1nccs1)C1CCCN(S(=O)(=O)c2cccnc2)C1 (centres undefined)	6%	-4%	7%	-1%	-0.6%	4	3%	1%	6%	0%	0%
9	CCn1nc(C)cc1Nc1ccccc1	-3%[1.84 µM]	-4%	-25%	19%	0.2%	1	1%	-10%	4%	3%	0%
10	Cc1cccc(OCCOCCN2CCNCC2)c1C	-9%	-3%	4%	-13%	-0.2%	2	1%	5%	4%	-4%	2%
11	CC(C(=O)OCC(=O)c1ccc(Br)cc1)N1C(=O)C2C3C=CC(C3)C2C1=O (centres undefined)	-6%	1%	0%	-18%	0.1%	1	-2%	-1%	-1%	-1%	2%
12	O=S(=O)(c1ccc(SCCOc2ccc(Cl)cc2)nc1)N1CCCC1	-35%	0%	-5%	?	-0.2%	-3	-3%	-12%	-5%	0%	-2%
13	CCC(C)n1ncn(-c2ccc(N3CCN(c4ccc(OC)cc4)CC3)cc2)c1=O (centres undefined)	-12%	-3%	-4%	-1%	-0.9%	3	14%	-11%	0%	1%	1%
14	Cc1nc(C)n(C(C)CNC(=O)c2ccco2)n1 (centres undefined)	7%	2%	-2%	0%	0.5%	4	7%	7%	0%	-2%	0%
15	COc1ccccc1-c1sc2ccccc2c1-c1ccc(C(C)=O)cc1	-15%	·	-3%	-1%	-0.5%	17	-7%	8%	0%	7%	0%
16	O=C(Nc1nc2c(F)cccc2s1)C1CC1	35%	0%	-2%	2%	-0.1%	2	-3%	18%	6%	10%	0%
17	Nc1ncc(-c2ccc([N+](=O)[O-])cc2)cn1	32%	-2%	-3%	15%	-0.5%	3	-4%	?	-2%	12%	-2%
18	CC(=O)Oc1oc(-c2ccccc2)nc1C=Nc1ccccc1	-3%	-7%	-1%	11%	0.0%	-1	-2%	-6%	-1%	4%	-1%
19	FC(F)(F)c1ccc(/C=N/N2CCN(Cc3cccc4ccccc34)CC2)cc1	-8%	-3%	7%	17%	-0.1%	-1	0%	4%	-5%	-2%	3%
20	CC(=O)Nc1ccc(NC(=O)c2ccc(NS(=O)(=O)c3cc(C(C)(C)C)cc(C)c3C)cc2)cc1	-18%	-5%	-2%	17%	-0.2%	5	2%	-16%	·	2%	3%
21	COc1cc(N/N=C(\C)c2ccc(O)c(C)c2)nc(-c2ccccc2)n1	-87%	-5%	-4%	-34%	-0.6%	-1	3%	4%	-13%	-7%	-1%
22	COC(=O)Cc1c(C)c2ccc(OC3CCCCC3=O)c(C)c2oc1=O (centres undefined)	4%	-1%	2%	-6%	-0.2%	13	-10%	12%	10%	-1%	1%
23	CCCNS(=O)(=O)c1ccc(OCC(=O)NCc2ccc3c(c2)OCO3)cc1	6%	-6%	7%	8%	0.0%	-2	4%	-1%	0%	-6%	0%
24	COC(=O)c1cccc(NC(=O)/C(=C\c2ccccc2)NC(=O)c2ccccc2Cl)c1	6%	-3%	-9%	-16%	-0.1%	16	-2%	5%	0%	-2%	-2%
25	CC(=O)c1sc(N/N=C\c2ccc(N(C)C)cc2)nc1C	?	-4%	-8%	?	0.0%	-1	-6%	?	270%[activator]	4.6µM*	3%
26	C/C(=N\NC(=O)C1CC1(c1ccccc1)c1ccccc1)c1cccc([N+](=O)[O-])c1 (centres undefined)	5%	-1%	-4%	2%	0.7%	11	11%	-5%	-3%	1%	1%
27	COc1ccc(N2CCN(S(=O)(=O)CC34CCC(CC3=O)C4(C)C)CC2)cc1 (centres undefined)	-15%	1%	-1%	-5%	0.0%	5	12%	7%	0%	-5%	-1%
28	O=C(Cn1cnc2ccccc21)Nc1cccc(S(=O)(=O)N2CCCC2)c1	-8%	-2%	14%	-6%	0.6%	-2	-23%	6%	-6%	0%	1%
29	CCCCC(CCC(=O)Nc1nccs1)C(=O)O (centres undefined)	1%	-4%	-8%	25%	-0.1%	0	-1%	0%	0%	1%	-1%
30	C/C(=N\NC(=O)CCC(=O)NCc1ccccc1)c1ccco1	4%	0%	-11%	32%	-0.9%	2	5%	9%	3%	2%	4%
31	Cc1ccccc1C(=O)NC1CCN(CC(=O)Nc2ccc3c(c2)OCO3)CC1	88%	-5%	?	-3%	0.1%	1	-6%	2%	4%	-5%	1%
32	CC1CCCC(C)N1C(=O)COC(=O)c1ccc2c(c1)OCO2 (centres undefined)	?	-3%	6%	21%	-0.3%	0	-4%	?	3%	?	1%
33	Cn1cc(Cl)c(C(=O)NNC(=S)NC2CCCCC2)n1	24%	-5%	-3%	-14%	-0.3%	2	-2%	?	3%	1%	3%
34	CCCc1cnc(NCCNCC(O)COc2ccc(Cl)c(Cl)c2)nc1 (centres undefined)	-79%	0%	-12%	-72%[inhibitor]	-0.6%	19	-8%	-9%	-3%	-2%	-6%
35	O=C(OCCN=C1NS(=O)(=O)c2ccccc21)c1ccccc1	9%	-4%	12%	3%	-0.1%	2	-1%	-8%	1%	2%	2%
36	CCOCC(=O)OCC(=O)Nc1cc(OC)c([N+](=O)[O-])cc1C	2%	-1%	4%	-2%	-0.1%	-3	4%	-1%	0%	0%	2%
37	COCc1cc(=O)n2c([nH]c3ccccc32)c1C#N	37%	-4%	-37%	34%	-0.1%	-1	-5%	?	i	19%	-4%
38	Cc1nc2c(=O)n(-c3cccc(C(F)(F)F)c3)nc(C)c2s1	1%	-5%	-4%	34%	0.0%	2	2%	3%	0%	-2%	-1%
39	Cc1cc(C)cc(NC(=O)C2C3C=CC4(O3)C2C(=O)N(CCN2CCCCC2)C4C(=O)NC2CCCCC2)c1 (centres undefined)	15%	-1%	-3%	17%	0.2%	2	7%	2%	6%	1%	1%
40	Cc1cccc(N(CC(=O)NC2CCCCC2)C(=O)CCC(=O)Nc2ccccn2)c1	·	·	11%	·	0.4%	-3	·	-3%	·	3%	1%
41	CCO[C@@H]1OC(C(=O)Nc2ccccc2)=C[C@H](c2ccccc2)[C@H]1CCCO	0%	·	-2%	7%	0.5%	?	21%	1%	1%	-1%	1%
42	Cc1ccc(S(=O)(=O)N2CCN(C)CC2)c(C)c1	3%	-6%	-4%	4%	-0.1%	-3	·	1%	7%	-2%	0%
43	CCCCCOC(=O)C1=C(C)NC(=O)NC1c1ccc([N+](=O)[O-])cc1 (centres undefined)	1%	-3%	-1%	-8%	0.1%	0	9%	5%	-4%	-8%	1%

Source: PubChem (National Center for Advancing Translational Sciences (NCATS))
